M4 PAM – positive allosteric modulators of human muscarinic M4 receptor. P08173. CHO-K1 hM4/Gqi5, Fluo-8 calcium fluorescence, ACh EC20; 0% = ACh EC20, 100% = maximal ACh. activation, % at 3 µM. hit rate 0.4% among 360,000;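 active = activation above its plate's cutoff, the mean activation of sample wells plus 3 SD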; note: some results filed as inactive read as strong as hits
Target sequence (P08173 whole entry, looked up): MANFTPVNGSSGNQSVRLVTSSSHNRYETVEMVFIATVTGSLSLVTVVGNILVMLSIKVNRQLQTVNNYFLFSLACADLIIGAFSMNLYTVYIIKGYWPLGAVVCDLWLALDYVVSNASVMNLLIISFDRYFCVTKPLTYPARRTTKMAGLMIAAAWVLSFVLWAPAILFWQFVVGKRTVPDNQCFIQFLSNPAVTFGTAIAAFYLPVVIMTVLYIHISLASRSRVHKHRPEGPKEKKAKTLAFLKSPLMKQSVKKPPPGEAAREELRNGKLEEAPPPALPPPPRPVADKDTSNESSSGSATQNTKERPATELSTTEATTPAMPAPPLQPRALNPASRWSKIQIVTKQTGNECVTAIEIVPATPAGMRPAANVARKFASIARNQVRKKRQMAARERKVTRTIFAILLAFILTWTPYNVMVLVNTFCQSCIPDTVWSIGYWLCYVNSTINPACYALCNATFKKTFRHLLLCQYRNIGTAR
CHO-K1 Ca antag – M1 antagonist counterscreen hit in parental CHO-K1 cells | ATP-induced calcium, Fluo-8 fluorescence | inhibition, % at 3 µM | hit rate 0.6% among 360,000;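 active = inhibition above a per-plate cutoff, the plate's mean sample inhibition plus 3 SD, cut at about 24% in these data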;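 note: 0% = DMSO plus EC80 ATP and 100% = DMSO alone without ATP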
M5 PAM – potentiates acetylcholine response at human M5 receptor | P08912 | CHO-K1 hM5, Fluo-8 calcium, ACh EC20 PAM; 0% = ACh EC20, 100% = ACh EC100 | activation, % at 3 µM | hit rate 0.3% among 360,000 | AID 624038;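 active = activation above the run cutoff, the mean activation of all test compounds plus 3 SD, cut at about 18% in these data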
Target sequence (P08912 whole entry, looked up): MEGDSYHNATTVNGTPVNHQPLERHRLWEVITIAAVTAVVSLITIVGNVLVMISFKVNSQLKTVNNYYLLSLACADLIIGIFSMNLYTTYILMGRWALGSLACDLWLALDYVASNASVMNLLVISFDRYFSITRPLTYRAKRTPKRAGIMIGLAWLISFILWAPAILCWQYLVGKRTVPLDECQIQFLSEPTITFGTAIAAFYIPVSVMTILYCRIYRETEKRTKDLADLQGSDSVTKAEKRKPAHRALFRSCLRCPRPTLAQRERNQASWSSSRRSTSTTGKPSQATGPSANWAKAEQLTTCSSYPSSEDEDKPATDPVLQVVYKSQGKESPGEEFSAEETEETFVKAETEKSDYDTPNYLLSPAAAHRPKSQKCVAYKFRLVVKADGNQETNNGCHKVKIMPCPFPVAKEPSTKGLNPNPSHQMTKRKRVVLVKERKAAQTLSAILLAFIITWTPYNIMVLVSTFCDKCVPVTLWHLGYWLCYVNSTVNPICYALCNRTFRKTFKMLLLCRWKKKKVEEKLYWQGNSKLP
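System – CHO-K1 hM5 cells · Compound – 3 µM, single dose · Incubation – compound preincubation 140 s before EC20 acetylcholine addition · Technique – Fluo-8 calcium fluorescence · Measure – Max/basal fluorescence ratio as % of EC20–EC100 ACh window · Benchmarks – low control EC20 acetylcholine (0%), high control EC100 acetylcholine (100%) · Replication – singlicate, one well per test compound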
CHO-K1 Ca ag – nonselective activator or artifact in parental CHO-K1 cells. activation, % at 3 µM. Fluo-8 calcium fluorescence; scaled to maximal ATP response, vehicle zero. hit rate 0.48% among 360,000; in the data active = activation above about 15%;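 note: untransfected CHO-K1 host cells lacking M1 receptor as counterscreen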
CHRM4 antagonist – blocks acetylcholine activation of human M4 receptor; hit rate 0.73% among 360,000; CHO-hM4 cells, ACh EC80, Fluo-8 calcium fluorescence; inhibition, % at 3 µM;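 active = inhibition above its plate's cutoff, the mean inhibition of sample wells plus 3 SD, cut at about 27% in these data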;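 note: 0% = acetylcholine EC80 with DMSO and 100% = DMSO without agonist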
CHO-K1 Ca PAM – M1 PAM counterscreen hit in parental CHO-K1 cells; ATP EC20, Fluo-8 calcium fluorescence; 0% at ATP EC20, 100% at ATP max; activation, % at 3 µM; hit rate 0.02% among 360,000;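 active = activation above the run cutoff, the mean activation of all test compounds plus 3 SD, cut at about 40% in these data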;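 note: peak over basal fluorescence ratio in a 140 s read after ATP addition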
CHRM5 agonist – agonists of human muscarinic M5 receptor (CHRM5) | CHO-K1 hM5 cells, Fluo-8 calcium fluorescence; 0% DMSO wells, 100% maximal acetylcholine response | activation, % at 3 µM | hit rate 0.19% among 360,000 | AID 624037;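 active = activation above the run's mean over test compounds plus 3 SD, cut at about 23% in these data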;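 note: signal is peak over basal fluorescence ratio across the kinetic read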
CHRM4 agonist – CHRM4 agonism in calcium assay; hit rate 0.14% among 360,000; AID 624127; CHO-K1 hM4/Gqi5, Fluo-8 calcium fluorescence; vehicle 0%, full acetylcholine response 100%; activation, % at 3 µM; P08173;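 active = activation above the run mean over all test wells plus 3 SD, cut at about 32% in these data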;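 note: peak over basal fluorescence ratio per well then scaled between controls; 0% = DMSO wells and 100% = acetylcholine at EC100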
M5 antag – blocks acetylcholine activation of human M5 receptor; P08912; CHO-hM5 cells, Fluo-8 calcium fluorescence, ACh EC80; inhibition, % at 3 µM; hit rate 0.59% among 360,000; AID 624040;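 active = inhibition above a per-plate cutoff, the mean of that plate's test compounds plus 3 SD, cut at about 27% in these data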;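 note: 0% = acetylcholine EC80 with DMSO and 100% = DMSO without agonist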
* marks the source's active call; other numbers are inactive results.

cpd | Molecule | M4 PAM | CHO-K1 Ca antag | M5 PAM | CHO-K1 Ca ag | CHRM4 antagonist
1 | CCOC(=O)c1c(C)oc2ccc(NS(=O)(=O)c3cccs3)cc12 | 9 | -13 | 6 | 1.4 | -3
2 | O=C(CSc1ccc(-c2ccco2)nn1)Nc1cccc(F)c1 | -4 | -8 | -7 | 17* | -7
3 | CN(C)c1ccc(/C=N/N(CCC#N)C2=NS(=O)(=O)c3ccccc32)cc1 | -9 | 8 | 2 | 0.5 | 13
4 | CCOc1ccc2[nH]c(=O)c(CN(Cc3nnnn3CCc3ccccc3)CC3CCCO3)cc2c1 (centres undefined) | 6 | -18 | -1 | 1.2 | 6
5 | COc1ccc(NS(=O)(=O)NC(=O)c2cn(C)c3ccccc23)cc1 | 3 | -13 | -3 | 0.6 | -5
6 | N=c1c2c(-c3ccccc3)c(-c3ccccc3)n(Cc3ccco3)c2ncn1CCCN1CCOCC1 | -17 | -8 | 2 | 0.1 | 7
7 | O=C(COC(=O)c1ccccc1O)NCCC1=CCCCC1 | 7 | 5 | 4 | 0.4 | -14
8 | O=C1c2cc(CO)cc(O)c2C(=O)c2c(O[C@@H]3OC(CO)[C@@H](O)[C@@H](O)[C@@H]3O)cccc21 (some centres undefined) | -4 | 3 | 1 | 0.3 | 9
9 | c1cc2c(nn1)CCc1nonc1-2 | 4 | -1 | -4 | 0.3 | -16
10 | COc1ccccc1CCNC(=O)C(=O)NCC1OCCN1S(=O)(=O)c1ccc2c(c1)OCCO2 (centres undefined) | -5 | 0 | -4 | 5.5 | 3
11 | CCOc1ccccc1N1CCN(S(=O)(=O)c2ccc(Cl)s2)CC1 | -7 | -16 | -9 | -0.1 | 0
12 | CCCNc1ncc2c(=O)[nH][nH]c(=O)c2n1 | -7 | -10 | 6 | 0.7 | 4

cpd | CHO-K1 Ca PAM | CHRM5 agonist | CHRM4 agonist | M5 antag
1 | 14 | -2 | -1 | -4
2 | -6 | 4 | 11 | 2
3 | 10 | -4 | 1 | 2
4 | 20 | -4 | 2 | -14
5 | -5 | -2 | 1 | 11
6 | 24 | -20 | 2 | 4
7 | 11 | -5 | 0 | -5
8 | -1 | 1 | 1 | 2
9 | 11 | -3 | 1 | -4
10 | -5 | -2 | 8 | 14
11 | 11 | -1 | -1 | 2
12 | 14 | 1 | 0 | 16

cpd | Molecule | M4 PAM | CHO-K1 Ca antag | M5 PAM | CHO-K1 Ca ag | CHRM4 antagonist
13 | CC(C)[C@H](N)C(=O)N1CCC(C(=O)N[C@@H](Cc2ccccc2)C(=O)NCc2ccc(F)cc2)CC1 | 0 | -1 | 3 | -0.5 | 3
14 | COc1ccc([C@H]2C[C@@H](n3cc(COC(=O)c4ccccc4)nn3)[C@H](O)CN2Cc2cccs2)cc1 | 1 | 22 | 2 | -0.1 | -26
15 | CCC(c1nnnn1-c1ccc2c(c1)OCCO2)N1CCN(C(=O)C2CCCO2)CC1 (centres undefined) | 4 | -7 | -1 | 1.0 | 11
16 | Cc1c(C(=O)Oc2cccc3cccnc23)oc2ccccc12 | 0 | 12 | 14 | -0.3 | 4
17 | Cc1cc(C)cc(N2C(=O)CCN(Cc3ccccc3)C2=O)c1 | 2 | 15 | -6 | 0.0 | -9
18 | COCCCNC(=O)CCSc1ccc(C)cc1 | 13 | -4 | -3 | 0.6 | -8
19 | O=C(CSc1nnc(NC2CC2)s1)Nc1ccc(N2CCOCC2)cc1 | 2 | -17 | -7 | 0.1 | -6
20 | COc1ccnc(CS(=O)c2nc3cc(C(O)(F)F)ccc3[nH]2)c1OC (centres undefined) | -4 | -10 | -6 | 0.2 | -7
21 | CCC(C)NC(=O)COC(=O)c1cccnc1Nc1ccccc1F (centres undefined) | 1 | -2 | 0 | 0.9 | -3
22 | CC(NC(=S)NC1CCCCC1)c1ccc(C(C)(C)C)cc1 (centres undefined) | -12 | 11 | -10 | 0.3 | 7
23 | COc1ccccc1Oc1nc(C)c(C(C)=O)cc1C#N | -8 | -15 | -1 | 1.4 | 3
24 | CC(C)[C@H](NC(=O)c1cccc(S(=O)(=O)N2CCOCC2)c1)C(=O)Nc1nccs1 | 6 | -15 | 11 | 0.6 | -5

cpd | CHO-K1 Ca PAM | CHRM5 agonist | CHRM4 agonist | M5 antag
13 | 20 | -3 | 1 | -2
14 | -13 | 0 | 0 | -8
15 | 4 | 1 | 1 | 1
16 | 9 | 1 | 2 | -7
17 | -23 | -4 | 1 | 22
18 | 4 | 0 | 0 | 4
19 | 9 | 2 | 1 | 4
20 | 2 | -2 | 1 | 3
21 | 24 | -5 | 1 | 0
22 | 0 | -6 | 2 | 8
23 | 25 | 1 | 1 | 11
24 | 26 | -1 | 3 | 0

Quoted at random: 6 records from the list.
cpd | Molecule | M4 PAM | CHO-K1 Ca antag | M5 PAM | CHO-K1 Ca ag | CHRM4 antagonist
4 | CCOc1ccc2[nH]c(=O)c(CN(Cc3nnnn3CCc3ccccc3)CC3CCCO3)cc2c1 (centres undefined) | 6 | -18 | -1 | 1.2 | 6
9 | c1cc2c(nn1)CCc1nonc1-2 | 4 | -1 | -4 | 0.3 | -16
11 | CCOc1ccccc1N1CCN(S(=O)(=O)c2ccc(Cl)s2)CC1 | -7 | -16 | -9 | -0.1 | 0
12 | CCCNc1ncc2c(=O)[nH][nH]c(=O)c2n1 | -7 | -10 | 6 | 0.7 | 4
20 | COc1ccnc(CS(=O)c2nc3cc(C(O)(F)F)ccc3[nH]2)c1OC (centres undefined) | -4 | -10 | -6 | 0.2 | -7
3 | CN(C)c1ccc(/C=N/N(CCC#N)C2=NS(=O)(=O)c3ccccc32)cc1 | -9 | 8 | 2 | 0.5 | 13

cpd | CHO-K1 Ca PAM | CHRM5 agonist | CHRM4 agonist | M5 antag
4 | 20 | -4 | 2 | -14
9 | 11 | -3 | 1 | -4
11 | 11 | -1 | -1 | 2
12 | 14 | 1 | 0 | 16
20 | 2 | -2 | 1 | 3
3 | 10 | -4 | 1 | 2

The list continues:
cpd | Molecule | M4 PAM | CHO-K1 Ca antag | M5 PAM | CHO-K1 Ca ag | CHRM4 antagonist
25 | CCc1noc(C)c1C(=O)Nc1cc(S(=O)(=O)N2CCOCC2)ccc1OCC(F)(F)F | 8 | -7 | -2 | 0.6 | -9
26 | Cc1ccc(C(=O)Nc2ccccc2[N+](=O)[O-])cc1S(=O)(=O)N1CCOCC1 | -11 | 10 | -7 | 3.2 | 10
27 | CC(=O)NCC(=O)OCC(=O)c1ccc2ccccc2c1 | 7 | -13 | 9 | 0.8 | -17
28 | O=C(CSc1nnc(-c2cccs2)n1Cc1ccccc1)NCc1ccc2c(c1)OCO2 | -8 | 0 | -1 | 0.3 | 15
29 | COc1cc(/C=C(\C#N)C(=O)NCCc2ccccc2)cc(OC)c1O | -1 | -12 | 0 | 5.4 | 3
30 | COCCCNC(=O)CN1C(=O)/C(=C/c2ccccc2)Sc2ccccc21 | -10 | -6 | -3 | 3.4 | -5
31 | CC1=CC(C)(C)N(C(=O)CN2C(=O)CCC2=O)c2ccc(C)cc21 | 4 | -5 | 5 | 0.2 | -1
32 | CC(C)Cn1c(SCC(=O)NCc2ccco2)nnc1-c1ccncc1 | 5 | -4 | -12 | 0.7 | -10
33 | CN(C)CC(=O)Nc1ccc(S(N)(=O)=O)cc1 | 4 | -9 | 1 | 0.1 | -6
34 | CN(C(=O)c1cccc(NC(=O)Cc2cccc(NC(=O)C3CCN(C(=O)C4CCCC4)CC3)c2)c1)C1CCC1 | 11 | -14 | 0 | 0.0 | -16
35 | O=C(O)CN1C(=O)CSc2ccccc21 | 7 | -6 | 1 | 0.5 | -2
36 | CS(=O)(=O)N(CC(=O)Nc1ccc(S(=O)(=O)N2CCCC2)cc1)c1ccccc1F | 12 | 3 | 2 | 1.7 | -1

cpd | CHO-K1 Ca PAM | CHRM5 agonist | CHRM4 agonist | M5 antag
25 | 5 | 0 | 1 | 1
26 | -4 | 0 | 12 | 22
27 | 13 | -5 | 2 | -9
28 | 5 | 0 | 0 | 2
29 | 3 | 9 | 14 | 4
30 | 8 | 2 | 6 | 6
31 | 9 | 1 | 1 | 6
32 | 3 | -2 | 1 | -7
33 | 9 | 0 | 0 | -3
34 | 21 | 2 | -1 | -9
35 | 21 | -1 | 1 | 7
36 | -4 | -2 | 3 | -4

cpd | Molecule | M4 PAM | CHO-K1 Ca antag | M5 PAM | CHO-K1 Ca ag | CHRM4 antagonist
37 | O=C(NCc1ccncc1)c1cc(F)c(F)cc1Cl | -2 | -16 | 7 | 0.4 | -10
38 | O=C(O)C1CCN(c2ncccn2)CC1 | 0 | -8 | -1 | 0.0 | 6
39 | COc1ccc2c(c1)-c1nc(/N=C/c3ccc(O)cc3)sc1CC2 | -2 | -3 | 2 | 1.2 | 3
40 | CCN(CC)S(=O)(=O)c1cc(NS(=O)(=O)c2cc(Cl)ccc2Cl)ccc1C | 4 | -4 | -1 | 2.4 | -3
41 | CC1(C)CC2=C(CO1)C(=S)NC(c1ccccc1)N2CC1CCCO1 (centres undefined) | -3 | -12 | 4 | 1.7 | -4
42 | Cc1ccc(N(Cc2cc(=O)[nH]c3ccccc23)C(=O)C(C)C)c(C)c1 | -11 | -8 | 0 | -0.6 | 46*
43 | N#Cc1ccc(NC(=O)CSc2cn[nH]n2)cc1 | 5 | -11 | 0 | 0.9 | 5
44 | Cc1ccc(NC(=O)COC(=O)C2CCN(c3ccc(C(F)(F)F)cn3)CC2)cc1C | -2 | 9 | 2 | 4.6 | 4
45 | Cc1ccc(NC(=O)CSc2n[nH]c(-c3ccco3)n2)cc1 | -2 | -13 | 11 | 0.6 | 2
46 | CCOC(=O)c1oc2ccccc2c1NC(=O)c1ccccc1OC | 18 | -2 | 1 | 2.3 | 2
47 | CC[C@@H]1Cc2[nH][nH]c(=O)c2[C@@H](c2ccc(F)cc2)O1 | 1 | -22 | -7 | 1.2 | -7
48 | O=C(c1ccc(Cl)cc1)c1c[nH]c(C(=O)NNc2ccccc2)c1 | 0 | 0 | 3 | -0.3 | -4

cpd | CHO-K1 Ca PAM | CHRM5 agonist | CHRM4 agonist | M5 antag
37 | -5 | 0 | 0 | 1
38 | 11 | -1 | 0 | 1
39 | -7 | -1 | 0 | 0
40 | 12 | -2 | -1 | -5
41 | 19 | 4 | 5 | 0
42 | 11 | 0 | -1 | 6
43 | 8 | -2 | 0 | 12
44 | -3 | 0 | 1 | -4
45 | -3 | -1 | 2 | 6
46 | 11 | 4 | 7 | 3
47 | 32 | 0 | 1 | -2
48 | -8 | -3 | 1 | -12

cpd | Molecule | M4 PAM | CHO-K1 Ca antag | M5 PAM | CHO-K1 Ca ag | CHRM4 antagonist
49 | Cc1ccc(CNC(=O)CCc2nc(-c3cccs3)no2)cc1 | 0 | 7 | -5 | -0.4 | -8
50 | CCCCN(C(=O)NC(=O)Nc1c(C)cc(C)cc1C)S(C)(=O)=O | 2 | -19 | -3 | 0.6 | -21
51 | Nc1nc(NC2CCCC2)cc(=O)[nH]1 | 6 | -10 | -5 | 0.7 | -5
52 | COC(=O)Cc1[nH]n(-c2ccccc2)c(=O)c1C=Nc1ccc(C)cc1 | 5 | -3 | -4 | -0.3 | 1
53 | COCc1cccc(N2C(=O)CC(C3C=C(C)C4C(=O)N(c5cccc(COC)c5)C(=O)C4C3)C2=O)c1 (centres undefined) | -1 | 4 | 7 | 0.0 | -2

cpd | CHO-K1 Ca PAM | CHRM5 agonist | CHRM4 agonist | M5 antag
49 | 6 | -1 | 2 | -1
50 | 8 | 1 | 1 | 1
51 | 20 | 4 | 9 | 10
52 | 4 | -1 | 0 | 10
53 | -4 | 1 | 2 | 1

High-throughput results (PubChem BioAssay)
